Screening results: PubChem, several laboratories
Rtt109 Vps75: inhibitors of Candida albicans Rtt109/Vps75 histone acetyltransferase | Q5AAJ8 | purified Rtt109/Vps75, ThioGlo CoA-SH fluorescence, 4 h | inhibition, % at 34.9 µM | actives 0.16% (n = 330,000) | AID 540336;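 active means inhibition of at least 50% in every replicate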
Target sequence (Q5AAJ8 whole entry, looked up): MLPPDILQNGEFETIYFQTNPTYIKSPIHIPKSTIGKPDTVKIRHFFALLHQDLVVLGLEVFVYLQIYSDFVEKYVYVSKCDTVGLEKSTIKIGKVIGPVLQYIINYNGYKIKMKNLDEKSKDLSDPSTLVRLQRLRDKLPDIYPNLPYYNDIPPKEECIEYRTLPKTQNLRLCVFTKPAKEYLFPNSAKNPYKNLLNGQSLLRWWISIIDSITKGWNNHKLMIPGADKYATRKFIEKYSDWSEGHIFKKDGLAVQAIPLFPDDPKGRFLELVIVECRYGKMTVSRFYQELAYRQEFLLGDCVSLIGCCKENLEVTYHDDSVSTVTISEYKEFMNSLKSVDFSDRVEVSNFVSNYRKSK
RTF Ca sens inh: cardiac RTF calcium desensitization | P19429+P45379 | IANBD-labeled cardiac RTF, Ca2+ fluorescence | inhibition, % at 7.15 µM | actives 0.12% (n = 340,000) | AID 493244;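 active means inhibition above the mean inhibition of all tested compounds plus 3 SD, cut at about 17% in these data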;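 further: assay run at fixed EC70 calcium of 1.6 mM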
PKA-R2B activ: PKA-R2B complex activation. P22694+P31323. PKA-R2B holoenzyme dissociation, Cy5-IP20 fluorescence polarization; R2B truncated from residue 108, S112A mutant; 0% DMSO only, 100% 113 µM cGMP. activation, % at 11.4 µM. actives 0.079% (n = 340,000). AID 504700;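 active means activation above a cutoff set at the mean over all compounds plus 3 SD, cut at about 18% in these data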;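 further: higher means more holoenzyme dissociation and a rise in polarization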
Target sequence (P31323 whole entry, looked up, other chains not shown, the tested form may be a part): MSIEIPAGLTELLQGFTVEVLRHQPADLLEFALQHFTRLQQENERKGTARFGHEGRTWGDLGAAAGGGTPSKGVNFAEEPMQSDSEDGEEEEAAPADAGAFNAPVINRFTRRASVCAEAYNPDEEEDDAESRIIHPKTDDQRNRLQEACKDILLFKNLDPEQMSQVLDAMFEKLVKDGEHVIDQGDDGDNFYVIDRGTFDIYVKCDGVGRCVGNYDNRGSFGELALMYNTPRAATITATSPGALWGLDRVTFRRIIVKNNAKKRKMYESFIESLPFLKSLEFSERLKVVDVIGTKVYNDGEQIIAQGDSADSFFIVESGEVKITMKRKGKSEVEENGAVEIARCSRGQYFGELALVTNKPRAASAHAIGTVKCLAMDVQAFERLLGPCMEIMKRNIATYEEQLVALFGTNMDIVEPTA
LANA DNA inh: inhibitors of KSHV LANA C-terminal domain DNA binding; MBP-C-LANA/FAM-LBS DNA binding, fluorescence polarization; actives 0.078% (n = 340,000); inhibition, % at 9 µM;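 active means highest replicate inhibition at or above 60% at 9 µM, even if other replicates fall short; inactive means all replicates below 60% inhibition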;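 further: 0% = neutral control wells and 100% = 4 µM acridine orange control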
CAL PDZ FP-1: inhibitors of human CAL PDZ peptide binding; inhibition, % at 20 µM; purified CAL PDZ, TMR-peptide fluorescence polarization, 1 h; AID 504414; actives 0.02% (n = 330,000);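 active means highest replicate inhibition of at least 40%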;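 further: plate controls were DMSO neutral control wells for no effect and unlabeled competitor peptide control wells for full effect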
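Material: tagged CAL PDZ protein CerCALP, purified; buffer or medium: sodium phosphate/NaCl buffer pH 7.4 with TCEP, IgG, Thesit; also added: fluorescent TMR peptide probe; schedule: 1 h incubation at room temperature before polarization reading; technique: fluorescence polarization from S- and P-plane intensities, G-factor corrected; control set: unlabelled peptide and DMSO controls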
CAL PDZ FP-2: CAL PDZ (human) peptide binding inhibition | inhibition, % at 24.9 µM | AID 602252 | actives 0.92% (n = 300,000) | purified CAL PDZ, TMR-peptide fluorescence polarization, 1 h;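 active means mean inhibition of at least 30% with at least half of replicates also reaching 30%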;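 further: 0% = DMSO neutral control and 100% = excess unlabeled competitor peptide PRC23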
Keap1 Nrf2 FP: inhibitors of human Keap1-Nrf2 protein-protein interaction; AID 504523; actives 0.15% (n = 340,000); Q14145; inhibition, % at 9.4 µM; Keap1 Kelch-Nrf2 peptide fluorescence polarization, 1536-well; in the data active means inhibition above about 12%;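 further: human Keap1 Kelch domain with fluorescein labeled Nrf2 9mer peptide probe; 0% = neutral control wells and 100% = peptide positive control; higher means more block of Keap1 binding to Nrf2 peptide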
cardiac RTF act: cardiac RTF calcium sensitization. actives 0.24% (n = 340,000). IANBD-labeled TnC RTF fluorescence at EC20 calcium; 0% EC20 calcium, 100% full calcium. activation, % at 7.2 µM;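 active means activation above the mean over all tested compounds plus 3 SD, cut at about 30% in these data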;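 further: rise in fluorescence read as greater calcium sensitivity of cardiac thin filaments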
DAGLB inhibitor: diacylglycerol lipase beta (human) inhibition. actives 0.059% (n = 340,000). HEK293T DAGLB membrane lysate, EnzChek fluorogenic substrate. inhibition, % at 5.17 µM. Q8NCG7; in the data active means inhibition above about 34%;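 further: 0% = enzyme with vehicle and 100% = wells lacking enzyme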
SR-BI DiI-HDL act: activators of SR-BI mediated HDL lipid uptake. CHO ldlA[mSR-BI] cells, DiI-HDL uptake fluorescence, 3 h; 100 = double the neutral-control signal. activation, % at 12.5 µM. actives 0.096% (n = 320,000);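 active means mean replicate activation of at least 60% and every replicate at or above 60%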;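 further: 0% = median plate neutral-control signal and 100% = twice that signal; values of inactives mirror those of a sister screen read the other way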
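Material – SR-BI-overexpressing, LDLR-lacking CHO cells · Medium – BSA-supplemented, HEPES-buffered Ham's F12, pH 7.4 · Doses – single concentration · Times – compound with DiI-HDL co-incubation, 3 h at 37 °C · Measured by – bottom-read fluorescence, 550/595 nm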
The depositor's hits bear a star; . = no result given.

SMILES	Rtt109 Vps75	RTF Ca sens inh	PKA-R2B activ	LANA DNA inh	CAL PDZ FP-1	CAL PDZ FP-2	Keap1 Nrf2 FP	cardiac RTF act	DAGLB inhibitor	SR-BI DiI-HDL act
Cn1c(NC(=O)C2CCCO2)cc(=O)n(C)c1=O (centres undefined)	-3	-10	-2	-0.9	-0.2	0	-3	5	0	.
CCCCOc1ccc(C(=O)NNC(=O)C2C3C=CC(C3)C2C(=O)O)cc1 (centres undefined)	-3	1	-1	0.4	-1.4	-3	-6	2	-4	0
COc1ccc(NS(=O)(=O)c2ccc(C(=O)OC(C)C(=O)N3CCOCC3)cc2)cc1 (centres undefined)	3	-4	7	-0.4	-0.9	.	-3	6	4	.
COC(=O)C(C)Sc1ccc2nnc(-c3cccc(F)c3)n2n1 (centres undefined)	-10	-1	-5	0.4	-1.3	.	-7	3	5	12
COCCNC(=O)c1ccccc1NC(=O)Cc1ccccc1[N+](=O)[O-]	-4	-7	-6	-0.2	0.9	.	-3	4	-2	-3
Cc1cc(C)c(C(=O)Cn2cnc3cc([N+](=O)[O-])ccc3c2=O)cc1C	1	-6	4	3.0	-6.7	-4	-2	4	0	-53
CC(=O)Oc1cccc(Nc2ncnc3ccccc23)c1	-5	0	-14	-0.4	-1.7	.	3	3	-4	-2
O=C(Nc1nc2ccccc2s1)c1ccccc1[N+](=O)[O-]	0	-12	8	0.7	0.1	-7	2	2	-1	-9
O=C(NCCc1c[nH]c2ccccc12)/C(=C\c1ccco1)NC(=O)c1ccco1	-2	-5	-3	1.4	-0.3	-3	0	-4	4	-14
O=S(=O)(NCCc1ccccc1)c1ccc(S(=O)(=O)N2CCCCC2)cc1	-6	1	0	0.1	-1.2	-1	-3	1	-2	18
COc1cc(CNC(=O)C2CCCN2S(=O)(=O)c2ccccc2)cc(OC)c1OC (centres undefined)	-3	0	2	-0.1	-0.8	4	1	-4	0	11
CCOC(=O)N1CCN(c2cc(=O)n(Cc3ccc(F)cc3)c(=O)[nH]2)CC1	10	1	-3	2.9	0.5	-4	0	1	0	4
C/C=C\C=C/C(=O)Nc1cccc(C2=NOC3(C2)C[C@@H](C(N)=O)N(C(=O)CCCCC)C3)c1 (some centres undefined)	10	8	-10	-0.8	0.2	-5	-8	-3	-1	-28
CC(C)(C)OC(=O)[C@H](CCCCN)NC(=O)c1nc[nH]c1C(=O)NCCCCCN	-6	2	-3	-2.3	-1.0	0	-1	4	-2	20
Cc1cc(C(=O)N/N=C/c2ccc(OC(=O)c3ccccc3Br)cc2)n[nH]1	-7	1	-8	-0.4	-2.0	8	1	-2	-1	-53
COc1cc(C(=O)OCC(=O)NC2CCS(=O)(=O)C2)c([N+](=O)[O-])cc1OC (centres undefined)	-3	-14	-2	-0.9	-1.0	-5	0	-4	0	1
O=C(O)c1ccc(-c2nnc(-c3ccc([N+](=O)[O-])cc3)o2)cc1	2	-14	-18	0.8	0.6	1	1	13	4	2
COC(=O)CCCC(=O)NC(C)c1cnn(-c2ccccc2C)c1C (centres undefined)	-13	-4	0	0.3	-1.3	5	0	3	-4	6
O=C(c1ccccc1)c1nc[nH]c1C(=O)Nc1ccccn1	-10	-7	-2	-0.8	-1.5	-5	-2	-1	-1	3
CCCC(=O)Nc1ccc(Cl)c(NC(=O)c2cccc(OC)c2)c1	.	1	-7	2.8	-2.2	0	6	1	2	-78
COC(=O)Cn1c(C)c(C#N)c2ccccc21	-2	-13	-5	2.2	7.0	1	-4	-3	0	-8
COc1ccc(/C=N/Nc2nc3ccccc3s2)cc1O	-9	8	-8	-0.3	-7.1	-4	3	-4	0	-27
CCN(Cc1ccccc1)C(=O)CN1C(=S)NC(C)(C)CC1C (centres undefined)	7	-9	-3	0.3	-0.3	-4	5	-4	1	7
O=C1c2ccccc2NC(c2cc(Cl)cc(Cl)c2O)N1Cc1cccnc1 (centres undefined)	-4	-7	2	2.7	-1.9	0	6	3	4	43
Clc1ccc(N2CCN(c3cnc4ccccc4n3)CC2)cc1	-9	6	-5	0.7	0.8	-3	-1	7	-1	-19

Look-ups from the list.
Keap1 Nrf2 FP with `O=C(NCCc1c[nH]c2ccccc12)/C(=C\c1ccco1)NC(=O)c1ccco1` is entered as 0
CAL PDZ FP-1 with `CCCCOc1ccc(C(=O)NNC(=O)C2C3C=CC(C3)C2C(=O)O)cc1` (centres undefined) is entered as -1.4
Rtt109 Vps75 with `COc1cc(CNC(=O)C2CCCN2S(=O)(=O)c2ccccc2)cc(OC)c1OC` (centres undefined) is entered as -3

Following part
SMILES	Rtt109 Vps75	RTF Ca sens inh	PKA-R2B activ	LANA DNA inh	CAL PDZ FP-1	CAL PDZ FP-2	Keap1 Nrf2 FP	cardiac RTF act	DAGLB inhibitor	SR-BI DiI-HDL act
O=C(CCn1nnc2ccccc21)N1CCN(c2ccccc2)CC1	-3	-4	-4	0.0	-1.9	0	5	-1	0	-21
CCCCc1ccc(NC(=O)c2c(C)noc2C)cc1	-2	-4	1	1.6	-0.2	-3	-5	3	-4	-17
COc1cccc(CNC(=O)CCC2CCCN(C(=O)c3cccnc3SC)C2)c1 (centres undefined)	-3	1	0	-1.0	-3.0	-2	2	-8	0	13
COc1ccc2nc(N3CCCC3)[nH]c2c1	0	-4	-4	-4.0	-3.0	.	3	-1	1	1
COc1ccc2nc(C)cc(NCCN3CCOCC3)c2c1	-8	-14	0	0.4	0.8	-2	0	-3	1	14
O=C(c1cccnc1)N(c1cc2sc(=O)oc2c2ccccc12)S(=O)(=O)c1ccccc1	101*	-10	1	-0.5	-1.2	0	-8	3	-8	-3
CS(=O)(=O)N1CCN(c2ccc(C(=O)NC3C4CC5CC(C4)CC3C5)cc2[N+](=O)[O-])CC1 (centres undefined)	14	-2	-10	-1.5	-0.9	1	-2	-8	8	-7
CCc1ccc(CCC(=O)Nc2sc3c(c2C#N)CCCC3)o1	-2	-6	-8	2.0	-0.9	.	2	-4	-12	-62
O=C(COc1ccc2ccc(=O)oc2c1)Nc1ccc(CN2CCOCC2)cc1	6	2	-10	0.2	-1.6	-4	1	4	2	-43
COc1ccc(-c2nc(-c3ccccc3)no2)c(OC)c1	28	-1	-1	-0.7	-3.4	-7	-1	4	-18	-27
CCCNC1=C(N(C(C)=O)c2cccc(F)c2)C(=O)c2ccccc2C1=O	7	0	2	-2.4	0.3	10	3	4	6	2
Cc1ccc2nc(SCC(=O)N3CCCC3)nc(=O)n2c1	-13	0	-11	0.4	-1.4	0	-1	0	3	43
Cc1cnc(CN(C)C(=O)c2ccc3oc(Cc4ccc(Cl)cc4)nc3c2)[nH]1	0	3	-4	1.0	-2.4	1	-1	-3	1	-20
C=CCC(O)(CC=C)C(C)N (centres undefined)	-9	-1	-2	0.4	0.1	.	2	2	-7	11
CC(C)(C)OC(=O)N1CCN(c2ccc(NC(=O)Cn3nnc(-c4ccccc4)n3)cc2)CC1	7	-2	-4	-6.8	-2.1	-1	-2	2	-2	-47
O=C(CSc1nnc(C2CC2)n1C1CC1)c1ccc(Br)s1	-3	-10	6	-1.8	-0.8	.	-2	0	-3	-17
Cc1nc2c(-c3ccccc3)c(C)nn2c(C)c1CC(=O)O	3	-10	-9	-0.6	-1.5	.	-2	10	2	21
Cc1ccccc1NC1(C#N)C(=O)Nc2ccccc21 (centres undefined)	-1	-13	-3	0.5	-1.1	0	-8	-5	0	2
O=[N+]([O-])c1ccc(OCCOCCOc2ccc([N+](=O)[O-])cc2)cc1	-2	-6	-7	0.1	-3.1	0	-1	-2	0	.
O=C(COc1ccc([N+](=O)[O-])cc1)NC(=O)NC1CCS(=O)(=O)C1 (centres undefined)	.	-8	-7	.	-0.8	-1	.	13	0	0
CCN(CC)S(=O)(=O)c1ccc(C(=O)Nn2cnnc2)cc1	1	-3	9	2.0	-5.5	-1	-4	5	0	13
CCOc1cc(/C=C2\C(=O)NN(c3ccccc3)C2=O)cc([N+](=O)[O-])c1O	-5	-3	-3	11	0.6	-2	-2	-3	9	4
FC(F)(F)c1cnc(-c2cnc(-c3ccncc3)nc2)c(Cl)c1	2	3	-3	0.1	0.4	-2	6	1	-1	-6
Cc1cc2n(n1)C(c1cn(-c3ccccc3)nc1C)Nc1ccccc1-2 (centres undefined)	5	-5	6	-1.3	-1.9	-2	-4	6	-2	-19
CC(=O)N(c1ccc(C(C)C)cc1)C1C=CS(=O)(=O)C1 (centres undefined)	-2	2	-3	1.1	-0.3	-2	1	-6	1	8

New compounds follow:
SMILES	Rtt109 Vps75	RTF Ca sens inh	PKA-R2B activ	LANA DNA inh	CAL PDZ FP-1	CAL PDZ FP-2	Keap1 Nrf2 FP	cardiac RTF act	DAGLB inhibitor	SR-BI DiI-HDL act
Cc1cc(N(C)C)nc(Nc2ccccc2)n1	3	6	-13	-2.4	0.1	-7	-2	-2	-1	11
COc1ccc(/C=N/Nc2ncnc3sc(C)c(C)c23)cc1	-1	1	-15	1.7	0.7	0	-5	-5	-2	20
CC1Oc2ccccc2N(CC(=O)c2ccccc2)C1=O (centres undefined)	-8	-11	12	0.2	-0.8	3	2	-6	-1	8
CC(C)c1ccc(NC2CCCN(C(=O)CCN3CCCCC3=O)C2)cc1 (centres undefined)	23	-4	-5	-0.6	-0.9	4	-1	-7	-1	5
O=C(CSc1nnc(CNC(=O)c2cccs2)o1)Nc1ccccc1	12	9	-11	0.4	-0.8	-4	-4	2	-2	7
Cn1nc(C(C)(C)C)c([N+](=O)[O-])c1C(=O)Nc1ccccc1	7	-7	7	1.4	0.1	1	5	-3	-1	-13
CCOc1ccc(NC(=O)C2CCCN(c3nc(C)cc(C)n3)C2)cc1 (centres undefined)	-15	-10	3	-0.3	-1.7	-3	-6	3	-1	.
C=CCOc1ccccc1NC(=O)CN1C(=O)CNC1=O	-6	4	1	0.4	-2.3	-3	-4	3	-1	23
CCOc1ccc(NC(=O)CN(C)C(=O)c2cc3c(s2)CCC(C)C3)cc1OCC (centres undefined)	-11	2	-8	1.0	-2.0	-1	0	-7	-3	-32
Cc1cc(C(=O)N/N=C/c2cc(Br)cc(Br)c2OC(=O)c2cccc(F)c2)n[nH]1	-3	-2	-4	2.2	-0.9	.	-6	-5	2	-121
CCN(CC)S(=O)(=O)c1cccc(NC(=O)c2cncc(Br)c2)c1	-1	4	-3	-0.3	-1.4	-4	-4	1	-1	-33
Cn1cnc2c1c(=O)n(Cc1c(Cl)cccc1Cl)c(=O)n2C	.	2	-7	-1.2	-4.3	-5	-6	-6	1	14
CCOC(=O)C1(Cc2ccc(OC)cc2)CCN(C(=O)C2CCCO2)CC1 (centres undefined)	-11	5	7	-1.5	-1.8	0	-8	-3	0	-5
COc1ccc(-c2noc(CN(C)C(=O)c3ccoc3C)n2)cc1OC	20	1	-16	-1.1	-2.7	-4	0	-3	-1	.
CCCn1nnnc1NCc1c(F)cccc1Cl	-3	7	-10	-2.2	-3.3	1	-4	-2	1	-2
